# DDE Tn6 FP inh: inhibitors of Tn6 peptide binding to fibrin DD(E), primary screen, biochemical, fluorescence polarization, human fibrin, Tn6 probe. inhibition, % at 8.3 µM. Fibrin DD(E) TRITC-Tn6 fluorescence polarization displacement. Fibrinogen beta chain (Homo sapiens), P02675. 370,000 compounds, 0.21% hits;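 active = inhibition above a per-campaign cutoff: mean of compounds within control limits plus 3 SD, cut at about 15% in these data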;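 also: 0% = median of all compound wells on the plate and 100% = blocking peptide control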
# ASAP1 GAP inh: inhibitors of human ASAP1 ArfGAP activity, primary screen, biochemical, fluorescence polarization; Arf-GAP with SH3 domain, ANK repeat and PH domain-containing protein 1 (Homo sapiens), …; ASAP1-stimulated ARF1 GTP hydrolysis, GDP FP detection; inhibition, % at 16.5 µM; 360,000 compounds, 0.19% hits; AID 624377, 2012; in the data active = inhibition above about 25%;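 also: 0% = vehicle with enzyme and substrate and 100% = no enzyme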
# ARFGAP1 inh: inhibitors of rat ARFGAP1 GAP activity, primary screen, biochemical, fluorescence polarization, GDP tracer; ADP-ribosylation factor GTPase-activating protein 1 (Rattus norvegicus), Q62848; Arfgap1-stimulated ARF1 GTP hydrolysis, GDP FP detection; inhibition, % at 16.5 µM; 360,000 compounds, 0.26% hits; AID 651572, 2012;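 active = inhibition above a per-plate limit, mean inhibition of low control wells plus 3 SD, cut at about 25% in these data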;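 also: 0% = DMSO wells with enzyme and 100% = wells lacking Arfgap1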
# Target sequence (Q62848 1-136 limits assumed): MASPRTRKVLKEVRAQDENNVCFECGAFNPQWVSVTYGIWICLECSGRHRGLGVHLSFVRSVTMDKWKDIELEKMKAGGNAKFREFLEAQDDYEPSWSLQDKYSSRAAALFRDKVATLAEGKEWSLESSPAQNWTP
#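 Material – truncated rat Arfgap1 GAP domain · Buffer or medium – HEPES-based buffer, pH 7.5 · Reagent – human ARF1(Δ1-17)-GTP substrate · Dosing – 16.5 µM single point, 1.26% DMSO · Schedule – GTP hydrolysis reaction 2 h at 25 °C · Technique – GDP detection by fluorescence polarization · Benchmarks – No-Arfgap1 wells (100%) versus DMSO full-reaction wells (0%) · Repeats – single replicate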
# MBD2 inh: inhibitors of MBD2 binding to methylated DNA, primary screen, biochemical, TR-FRET, DNA-binding domain, human | Methyl-CpG-binding domain protein 2 (Homo sapiens), Q9UBB5 | MBD2 binding to methylated oligonucleotide | inhibition, % at 4.4 µM | 370,000 compounds, 0.31% hits | AID 686964, 2013; in the data active = inhibition above about 13%
# PLCg1 inh: PLC-gamma1 enzyme inhibitors, primary screen, biochemical, fluorescence, purified enzyme. inhibition, % at 12.2 µM. fluorogenic substrate. 370,000 compounds, 0.84% hits; in the data active = inhibition above about 9.5%
# ADAM17 inh: ADAM17 inhibitors, primary screen, biochemical, QFRET. Disintegrin and metalloproteinase domain-containing protein 17 (Homo sapiens), P78536. recombinant ADAM17, EDANS/DABCYL FRET peptide cleavage. inhibition, % at 6.95 µM. 370,000 compounds, 0.83% hits;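 active = inhibition above the mean of compounds lying between control limits plus 3 SD, set per campaign, cut at about 8.5% in these data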;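 also: 0% = DMSO-only wells as the low control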
# UHRF1 MBD2 ctr: UHRF1 methylated DNA binding inhibitors, primary screen, counter-screen for MBD2 inhibitor project, biochemical, TR-FRET, human UHRF1, single concentration; E3 ubiquitin-protein ligase UHRF1 (Homo sapiens), Q96T88; UHRF1 binding to methylated oligo; inhibition, % at 4.4 µM; 370,000 compounds, 0.75% hits; in the data active = inhibition above about 21%;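 also: UHRF1 SRA domain binding a hemimethylated CpG hairpin DNA probe; 0% = median of test compound wells and 100% = reference inhibitor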
# Target sequence (Q96T88 whole entry, looked up, the tested form may be a part): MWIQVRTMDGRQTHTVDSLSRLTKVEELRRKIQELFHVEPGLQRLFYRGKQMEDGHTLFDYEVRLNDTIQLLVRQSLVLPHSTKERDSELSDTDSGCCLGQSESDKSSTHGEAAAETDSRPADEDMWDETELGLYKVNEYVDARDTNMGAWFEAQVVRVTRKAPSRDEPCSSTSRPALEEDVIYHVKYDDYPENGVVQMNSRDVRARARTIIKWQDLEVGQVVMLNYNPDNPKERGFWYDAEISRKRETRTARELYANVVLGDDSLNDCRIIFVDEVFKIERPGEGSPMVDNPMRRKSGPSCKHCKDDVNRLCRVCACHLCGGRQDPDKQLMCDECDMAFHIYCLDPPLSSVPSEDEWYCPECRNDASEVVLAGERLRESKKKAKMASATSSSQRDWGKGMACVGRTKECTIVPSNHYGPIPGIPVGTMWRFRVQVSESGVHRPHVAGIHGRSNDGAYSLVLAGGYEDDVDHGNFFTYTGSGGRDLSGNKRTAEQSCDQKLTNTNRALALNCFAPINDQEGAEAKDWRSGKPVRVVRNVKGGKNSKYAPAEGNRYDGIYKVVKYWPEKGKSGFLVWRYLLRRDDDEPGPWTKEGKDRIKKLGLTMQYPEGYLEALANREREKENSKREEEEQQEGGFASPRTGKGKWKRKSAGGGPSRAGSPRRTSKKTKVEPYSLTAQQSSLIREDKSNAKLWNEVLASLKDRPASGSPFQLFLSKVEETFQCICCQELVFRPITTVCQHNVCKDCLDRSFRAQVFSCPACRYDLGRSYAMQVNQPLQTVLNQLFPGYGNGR
# PLCb3 inh: human PLC-beta3 inhibitors, primary screen, biochemical, fluorescence; inhibition, % at 12.2 µM; AID 720704, 2013; Purified PLC-beta3, fluorogenic substrate; 370,000 compounds, 0.18% hits; in the data active = inhibition above about 11%;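 also: 0% = median of compound wells on plate and 100% = full blocker control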
# DDE Tn7 FP inh: inhibitors of Tn7 peptide binding to fibrin DD(E), primary screen, biochemical, fluorescence polarization, human fibrin, Tn7 probe. Fibrinogen beta chain (Homo sapiens), P02675. FP displacement of FITC-Tn7 peptide from fibrin DD(E); 0% = median of compound wells per plate. inhibition, % at 8.3 µM. 370,000 compounds, 0.13% hits. AID 720508, 2013;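 active = inhibition above the mean of compounds falling within the control limits plus 3 SD of them, cut at about 14% in these data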;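 also: 0% = plate median of compound wells and 100% = 10 µM Aha-Tn7 peptide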
#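 Measure: % inhibition scaled between sample-field median and high-control FP; Test system: human fibrin DD(E); Quantity: 2 µM final DD(E) protein; Doses: one dose, 8.3 µM nominal; Schedule: compound with protein 10 min, then 3 h after probe, room temperature; Detection: fluorescence polarization; Medium: Tris buffer with calcium and detergent, pH 7.8.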
# KLK7 zymogen act: proKLK7 zymogen activators, primary screen, biochemical, fluorescence intensity | 370,000 compounds, 0.9% hits | activation, % at 7 µM | purified proKLK7, EDANS-DABCYL substrate fluorescence; 100% is mature enzyme control, 0% vehicle | AID 652039, 2013 | Kallikrein-7 (Homo sapiens), P49862;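 active = activation above the mean of all tested compounds plus 3 SD, computed per campaign excluding outliers beyond control limits, cut at about 13% in these data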
# Active calls of the source: *.
# A first look, 9 compounds:
mol	PLCb3 inh	UHRF1 MBD2 ctr	DDE Tn6 FP inh	ADAM17 inh	ARFGAP1 inh	ASAP1 GAP inh	KLK7 zymogen act	MBD2 inh	DDE Tn7 FP inh	PLCg1 inh
CCOC(=O)c1cn(CC2CC2)c2cc(F)c(F)cc2c1=O	-5	4	-2	-4	5	1	-0.3	5	-1	-2
CS(=O)(=O)c1ccc(Cl)c(C(=O)NCC2CCCCC2)c1	-4	-1	0	-2	4	1	0.2	3	7	1
Cc1ccc(S(=O)(=O)N(Cc2cccc([N+](=O)[O-])c2)C(=O)N2CCN(C)CC2)cc1	-4	1	-12	-3	9	4	-0.5	8	4	2
O=C(CSc1ccc(-c2ccccn2)nn1)NC1CCCCC1	-5	1	4	-2	15	-11	-0.1	3	2	1
COc1ccc(N(C(=O)CNC(=O)c2cccs2)C(C(=O)NCC2CCCO2)c2ccccc2)cc1OC (configuration not stated)	-4	1	3	-1	-4	6	0.1	4	6	2
CN1CCN(S(=O)(=O)c2cccc3nsnc23)CC1	-5	0	-2	-4	6	0	-0.3	-7	-4	2
COc1ccc(CC(=O)Nc2ccc(F)c(S(=O)(=O)N3CCOCC3)c2)cc1	-2	-1	0	-2	-11	2	-0.1	-3	4	0
O=c1nccc(N/N=C/c2ccccc2O)[nH]1	-14	-5	2	-4	13	10	0.5	-3	-2	-1
Cn1nccc1NC(=O)CC1(CC(=O)O)CCCCC1	-8	1	10	2	7	5	0.6	-5	0	-2

# This part in full, previewed entries included:
mol	PLCb3 inh	UHRF1 MBD2 ctr	DDE Tn6 FP inh	ADAM17 inh	ARFGAP1 inh	ASAP1 GAP inh	KLK7 zymogen act	MBD2 inh	DDE Tn7 FP inh	PLCg1 inh
CCOC(=O)c1cn(CC2CC2)c2cc(F)c(F)cc2c1=O	-5	4	-2	-4	5	1	-0.3	5	-1	-2
CS(=O)(=O)c1ccc(Cl)c(C(=O)NCC2CCCCC2)c1	-4	-1	0	-2	4	1	0.2	3	7	1
Cc1ccc(S(=O)(=O)N(Cc2cccc([N+](=O)[O-])c2)C(=O)N2CCN(C)CC2)cc1	-4	1	-12	-3	9	4	-0.5	8	4	2
O=C(CSc1ccc(-c2ccccn2)nn1)NC1CCCCC1	-5	1	4	-2	15	-11	-0.1	3	2	1
COc1ccc(N(C(=O)CNC(=O)c2cccs2)C(C(=O)NCC2CCCO2)c2ccccc2)cc1OC (configuration not stated)	-4	1	3	-1	-4	6	0.1	4	6	2
CN1CCN(S(=O)(=O)c2cccc3nsnc23)CC1	-5	0	-2	-4	6	0	-0.3	-7	-4	2
COc1ccc(CC(=O)Nc2ccc(F)c(S(=O)(=O)N3CCOCC3)c2)cc1	-2	-1	0	-2	-11	2	-0.1	-3	4	0
O=c1nccc(N/N=C/c2ccccc2O)[nH]1	-14	-5	2	-4	13	10	0.5	-3	-2	-1
Cn1nccc1NC(=O)CC1(CC(=O)O)CCCCC1	-8	1	10	2	7	5	0.6	-5	0	-2
CCOC(=O)C(C)Oc1ccsc1C(=O)OC (configuration not stated)	2	-1	2	-5	-4	17	0.4	-3	2	-2
Cc1cc(=O)n2nc(N3CCC(C(=O)NCc4cccnc4)CC3)sc2n1	-1	-1	-3	-4	2	-8	-0.4	0	1	-1
CC(O)CNC(=O)C1CCN(Cc2ccc(OCc3ccccc3)cc2)CC1 (configuration not stated)	-1	1	-12	-3	1	-26	0.4	2	-2	0
CCN1C(c2ccc(F)cc2)=CS/C1=C(\C#N)c1nnc2n1-c1ccccc1SC2	2	7	8	2	3	11	-7.0	0	1	7
Cc1cc(-c2nnc(SCC(=O)Nc3ccc(Br)cc3F)n2N)n[nH]1	-5	-2	-1	1	-1	-10	-0.1	2	6	1
CCn1cc([N+](=O)[O-])c(C(=O)NCc2ccc3c(c2)OCO3)n1	-2	2	-2	2	-3	-2	-0.3	-5	-8	3
Cc1cccc(OCC2Cn3c(nc4c3c(=O)[nH]c(=O)n4C)O2)c1 (configuration not stated)	-6	2	3	0	7	2	0.1	3	-9	0
CC(C)C(=O)Nc1nnc(NC(=S)Nc2ccccc2)s1	-6	0	-2	4	-3	14	0.0	-3	-3	1
CCOCCCNC(=O)c1ccc2c(c1)ncn2-c1ccc(C)cc1C	-6	1	-2	-2	9	-7	0.1	3	-2	2
O=C(c1cccc(N2C(=O)C3C4C=CC(C4)C3C2=O)c1)N1CCN(c2ccccc2F)CC1 (configuration not stated)	-7	3	2	1	-2	3	-0.2	-1	0	-1
O=C(C#Cc1ccccc1)Nc1ccccc1F	-6	-1	2	5	0	-1	-0.5	0	3	2

# Look-ups from the results shown:
# In UHRF1 MBD2 ctr, CN1CCN(S(=O)(=O)c2cccc3nsnc23)CC1 is entered as 0
# In ARFGAP1 inh, Cn1nccc1NC(=O)CC1(CC(=O)O)CCCCC1 is entered as 7

# The results go on.
mol	PLCb3 inh	UHRF1 MBD2 ctr	DDE Tn6 FP inh	ADAM17 inh	ARFGAP1 inh	ASAP1 GAP inh	KLK7 zymogen act	MBD2 inh	DDE Tn7 FP inh	PLCg1 inh
CC1(C)C(C#N)=C(N)OC2=C1C(=O)CCC2	-3	2	-2	-3	19	1	-0.2	0	4	-1
Cc1ccc(C2CC(c3ccccc3C)n3nc(N)nc3N2)cc1 (configuration not stated)	-1	-1	2	-3	-5	-3	0.3	8	-9	-1
c1cc2nnnn2nc1N1CCCCCC1	2	8	-1	-3	-1	-14	0.6	0	-6	-2
CC(C)CN1CCC(=O)N(CCSc2ccc(Br)cc2)CC1	0	-1	-8	-4	4	0	0.4	2	-1	-1
CCOC(=O)CSc1nnc(COc2ccc3ccccc3c2)o1	-3	0	0	1	4	-1	0.4	-5	-2	0
Cc1cc(CNC(=O)c2ccc3nc(Cc4ccccc4F)oc3c2)nn1C	-8	5	-11	-4	3	0	-1.5	6	1	3
CC(C)CC(=O)NS(=O)(=O)c1ccc(N)cc1	1	-2	4	-2	9	-7	0.4	-2	5	-1
CCCCn1nnnc1C1(C)CCC(=O)N1CCc1ccc(OC)c(OC)c1 (configuration not stated)	1	0	0	-3	7	11	0.4	2	6	1
NC(=O)c1ccc(NC(=O)COC(=O)C2(c3cccc(F)c3)CCCC2)cc1	2	0	-2	1	-12	2	-0.4	4	2	-1
COc1ccc2[nH]c3c(=O)n(Cc4ccncc4)cnc3c2c1	-169	0	2	-301	-5	5	13*	5	-3	-114
O=C(NCc1ccccn1)C(=O)NCC1OCCN1S(=O)(=O)c1ccc(Br)cc1 (configuration not stated)	-8	1	-8	1	0	2	-0.2	2	-3	5
Brc1ccc(-c2cn3c(n2)CCc2ccc4cccnc4c2-3)cc1	-69	-3	-9	-14	9	1	-1.3	3	-2	-53
COc1cccc(S(=O)(=O)Nc2cccc(C(=O)N3CCCC3)c2)c1	-7	-1	-5	-3	1	-4	0.4	0	-7	0
Cc1cc(OCc2cc(C(=O)NCc3cc(C(C)C)no3)no2)cc(C)c1Cl	-12	6	0	-5	10	7	-0.1	5	-5	0
C/C(=N\NC(=O)c1ccncc1)c1ccc(NC(=O)c2ccc(Cl)cc2)cc1	-11	0	1	-1	3	-4	-0.9	-2	5	-3
CCOc1ccc(S(=O)(=O)NCCC(=O)N2CCCC(C)C2)cc1 (configuration not stated)	-8	-1	4	-1	4	-2	0.2	-2	-1	-1
Nc1nc2ccccc2n1Cc1ccc(Cl)c(Cl)c1	-8	4	-15	1	-2	13	-0.3	7	2	6
COc1ccc(NC(=O)c2nc[nH]c2C(=O)N2CCN(C(=O)OC(C)(C)C)CC2)cc1	4	3	3	5	-2	5	0.3	-5	-1	3
Cc1ccc(-n2nc(C)c3c2OC(N)=C(C#N)C3c2ccccc2F)cc1 (configuration not stated)	-2	-9	8	-3	6	9	-0.4	-4	7	-2
Cc1ccc(OCCC(=O)OCC(=O)Nc2ccc(Cl)cn2)cc1	-8	0	1	-11	-9	11	0.7	-4	0	-6
N#CC1=C(N)N(c2ccc(F)cc2)C(=O)C1	-1	4	-3	-2	8	8	1.2	0	-7	-2
O=c1[nH]c(=O)n(Cc2ccccc2)c2c1C(C(F)(F)F)(C(F)(F)F)N=C(c1ccco1)N2	-88	0	5	-1	2	2	1.5	4	-2	-58
O=C(CN1C(=O)N/C(=C\c2ccccc2OCc2ccc(C(=O)O)cc2)C1=O)Nc1ccccc1F	-30	4	-10	-3	6	10	0.4	6	2	-7
O=C1/C(=C\c2ccc(O)c(O)c2)SC(=S)N1Cc1ccccc1	-115	3	-13	8.9*	7	21	0.2	3	-3	-86
COc1cc(/C=C2/CCC/C(=C\c3cc(O)c(OC)c(Cl)c3)C2=O)cc(Cl)c1O	-3	-3	5	-4	4	19	-0.1	1	2	-6
O=C(CN1CCN(S(=O)(=O)c2ccc(Cl)s2)CC1)N1CCOCC1	-6	4	0	-5	2	-2	-1.0	4	5	-1
CCc1ccc(NC(=O)CSc2nc(O)cc(=O)n2C2CCCC2)cc1	2	-1	-2	1	-6	-8	0.2	-5	5	4
Cc1cccc2c(N=NC(=O)C(C)n3cnc4ccccc4c3=O)c(O)[nH]c12 (configuration not stated)	-5	-3	5	-2	-5	5	0.4	2	-2	0
CCOc1ccc(C(=O)CCC(=O)NN2C(=O)NC3(CCCCC3)C2=O)cc1	-8	2	4	-3	-4	4	-0.5	0	-2	-5
Clc1ccc(Nc2nnc(-c3ccc4c(c3)OCO4)o2)cc1	-2	2	2	0	4	0	0.5	4	-7	0

# Screening data from PubChem.

# No enrichment for hits (roughly 4.1% active in at least one column).
